Screens from PubChem BioAssay.
Efflux pump inh: inhibitors of Candida antifungal efflux pumps expressed in yeast; inhibition, % at 10 µM; S. cerevisiae Candida pump triplex, Nile Red efflux; actives 0.44% (n = 330,000);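 active = plate passing quality check with inhibition over a set limit, or well fluorescence over plate mean plus 4 SD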;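 note: Nile Red retained in pooled yeast measured as flow cytometry median fluorescence; 0% = buffer negative control and 100% = Enniatin B positive control; higher means more Nile Red kept so more efflux inhibition; some compounds called inactive have numbers as strong as hits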
TPT1 inhibitor: inhibitors of Candida albicans tRNA 2'-phosphotransferase TPT1; recombinant caTPT1, FP RNA substrate dephosphorylation; inhibition, % at 5 µM; actives 0.81% (n = 300,000);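 active = inhibition above the mean of all tested compounds plus 3 SD, set per screening campaign, cut at about 24% in these data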;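 note: plate controls were DMSO alone for no effect and ferristatin control at 100 nM for full effect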
JMJD2C inh: inhibitors of human GASC-1 (JMJD2C) demethylase | Q9H3R0 | GST-JMJD2C(1-420) H3K9me3 demethylation, DELFIA europium | inhibition, % at 2.35 µM | actives 0.069% (n = 330,000) | AID 2099;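 active = more than half of a compound's replicate wells show inhibition beyond 50%, single wells judged on their own value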;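 note: signal counts dimethyl H3K9 product captured on neutravidin plate; 0% = median of DMSO wells and 100% = 0.3 times that DMSO median; strong numbers were not always called active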
PP1 inh: counter-screen for PP5 inhibitors: inhibitors of human PP1-alpha. purified PP1alpha, OMFP fluorescence. inhibition, % at 6.7 µM. actives 0.9% (n = 320,000);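 active = inhibition above the mean inhibition of all tested compounds plus 3 SD, computed separately for each screening campaign, cut at about 15% in these data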
CTSL1 counter: cathepsin L1 inhibition, PFM18AAP counter-screen; recombinant F. hepatica cathepsin L1, Z-Leu-Arg-MCA fluorescence; inhibition, % at 5.96 µM; actives 0.49% (n = 300,000); AID 1906;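 active = inhibition above the mean of all tested compounds plus 3 SD, set per screening campaign, cut at about 17% in these data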;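 note: 0% = plate median of test compound wells and 100% = 1 µM Z-Phe-Ala-diazomethylketone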
core dimer inh: HCV core protein dimerization inhibition. TR-FRET GST/Flag-core106 dimerization, 1536-well. inhibition, % at 5 µM. actives 0.33% (n = 300,000). AID 1899;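 active = inhibition above the mean of all tested compounds plus 3 SD, set per screening campaign, cut at about 45% in these data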
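Assay system: Tagged HCV core106 pair (GST and Flag) | Buffer or medium: KF-containing HEPES buffer, pH 7.45, DTT, CHAPS, BSA | Also added: Eu donor and XL665 acceptor anti-tag antibodies | Dosing: One concentration, 5 µM, in 0.5% DMSO | Timing: 4 h at 22.5 °C | Technique: TR-FRET 671 and 617 nm emission | Repeats: Singlicate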
PREPL inhibitor: inhibitors of human prolyl oligopeptidase-like enzyme PREPL | Q4J6C6 | recombinant PREPL, fluorescence polarization activity-based probe | inhibition, % at 5.96 µM | actives 0.68% (n = 320,000) | AID 2751; in the data active = inhibition above about 43%;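 note: 0% = enzyme with DMSO and 100% = wells lacking enzyme; many of its hits are not listed in these tables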
Target sequence (Q4J6C6 whole entry, looked up): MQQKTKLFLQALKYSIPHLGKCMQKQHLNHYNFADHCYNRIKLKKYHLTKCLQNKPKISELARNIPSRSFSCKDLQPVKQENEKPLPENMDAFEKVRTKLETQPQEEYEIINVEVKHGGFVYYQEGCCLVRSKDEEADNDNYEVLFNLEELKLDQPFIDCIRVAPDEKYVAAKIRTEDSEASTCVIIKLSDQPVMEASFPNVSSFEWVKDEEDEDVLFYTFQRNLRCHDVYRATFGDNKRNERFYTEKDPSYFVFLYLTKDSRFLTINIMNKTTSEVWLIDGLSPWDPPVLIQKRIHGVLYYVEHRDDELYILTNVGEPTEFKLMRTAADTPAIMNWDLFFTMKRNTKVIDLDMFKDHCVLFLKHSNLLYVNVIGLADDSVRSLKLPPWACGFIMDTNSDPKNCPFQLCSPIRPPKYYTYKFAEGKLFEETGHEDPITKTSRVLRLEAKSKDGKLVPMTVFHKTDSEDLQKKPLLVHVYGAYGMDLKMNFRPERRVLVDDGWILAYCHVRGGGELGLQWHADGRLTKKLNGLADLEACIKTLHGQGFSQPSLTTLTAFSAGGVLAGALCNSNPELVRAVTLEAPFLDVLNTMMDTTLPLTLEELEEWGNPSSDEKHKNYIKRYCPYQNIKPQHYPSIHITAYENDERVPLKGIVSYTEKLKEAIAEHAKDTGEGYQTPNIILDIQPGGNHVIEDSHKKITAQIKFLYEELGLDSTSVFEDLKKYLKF
PP5 inh: inhibitors of human protein phosphatase 5 (PP5); P53041; actives 0.18% (n = 320,000); AID 1987; inhibition, % at 6.7 µM; purified PP5c, OMFP substrate fluorescence;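 active = inhibition above the campaign's mean inhibition across all tested compounds plus 3 SD, cut at about 9.5% in these data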;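 note: 0% = DMSO only and 100% = 100 µM cantharidin control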
LYPLA2 counter: LYPLA2 (human) inhibition in PME1 counter-screen; recombinant LYPLA2, FP-Rh probe fluorescence polarization; actives 0.38% (n = 320,000); inhibition, % at 5.9 µM; O95372; AID 2177;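 active = inhibition above the screen-wide mean plus 3 SD, limit set per campaign, cut at about 26% in these data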;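 note: 0% = LYPLA2 with DMSO and 100% = wells lacking LYPLA2 enzyme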
Target sequence (O95372 whole entry, looked up): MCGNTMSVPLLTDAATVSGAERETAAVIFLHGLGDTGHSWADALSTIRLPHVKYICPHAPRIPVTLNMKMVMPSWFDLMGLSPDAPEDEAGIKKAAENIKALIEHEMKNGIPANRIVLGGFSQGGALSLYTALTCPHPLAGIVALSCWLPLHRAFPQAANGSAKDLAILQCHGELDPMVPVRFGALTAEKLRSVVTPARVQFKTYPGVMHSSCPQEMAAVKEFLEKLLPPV
The depositor's hits bear a star; nt = not tested or not shown. A portion of the library; rates above refer to the full screens.

SMILES	Efflux pump inh	TPT1 inhibitor	JMJD2C inh	PP1 inh	CTSL1 counter	core dimer inh	PREPL inhibitor	PP5 inh	LYPLA2 counter
COc1ccccc1NS(=O)(=O)c1ccc2[nH]c(=O)[nH]c2c1	-0.1	-6	-26	-3	-2	-9	17	-2.6	-1
Cc1cccc(/C=C2/C(=O)/C(=C/c3ccccc3C)C3CCC2N3C)c1 (configuration not stated)	0.1	1	-3	-1	1	5	-9	-2.9	3
Cc1nnc(SC(C)C(=O)Nc2ccc3c(c2)OCCO3)s1 (configuration not stated)	0.0	2	-8	-2	-2	-1	1	1.4	3
COc1ccc(N2CCN(C(=O)CCS(=O)(=O)c3ccc(C)cc3)CC2)cc1	-0.1	-4	-5	-1	-2	-18	3	1.4	4
C=C(C)CSc1nnc(-c2cc(OC)c(OC)c(OC)c2)n1N	-0.1	-2	-26	2	1	4	7	2.3	9
CCN(c1ccccc1)S(=O)(=O)c1ccc(Cl)c(NC(=O)CSc2n[nH]c(N)n2)c1	-1.2	-2	-17	-3	-8	-4	-5	0.6	-9
CC(=O)N/N=C/c1cc(C)n(-c2ccc(Br)cc2)c1C	-0.1	2	-3	7	3	2	16	4.4	1
O=C(Nc1ccccc1-c1ccccc1)c1cccs1	0.0	-4	-10	0	0	-1	-8	0.3	0
COc1ccc(N2CCN(CCNC(=O)CCN3C(=O)COc4ccccc43)CC2)cc1	0.2	1	nt	-2	0	-6	8	-1.0	-1
Cc1cc(C)n(CCC(=O)N2c3ccccc3CC2C)n1 (configuration not stated)	0.0	-3	5	0	3	-13	12	0.5	6
CCOC(=O)C(CC)Sc1nnc2cc(C)c3ccccc3n12 (configuration not stated)	-0.1	-1	1	-3	3	-1	7	-0.4	10
CCCCCn1c(=O)[nH]c2cc(C(=O)NCc3ccc4c(c3)OCO4)ccc2c1=O	0.2	1	2	7	3	19	8	1.5	1
COc1ccc(CN2CCNC(=O)C2CC(=O)NC2CC(C)(C)CC(C)(C)C2)cc1OC (configuration not stated)	0.0	1	-5	4	0	7	-6	-1.2	4
CC(NS(=O)(=O)c1ccc(F)cc1)C(c1cccs1)N1CCOCC1 (configuration not stated)	-0.1	-1	-14	-3	0	0	3	-0.5	-6
CC(=O)NC(Cc1cccc(C)c1)C(=O)NC1CCN(S(=O)(=O)c2ccccc2)CC1 (configuration not stated)	0.0	-1	-28	-4	-5	-7	4	1.2	0
O=C(NC1CCCC1)C1(c2ccccc2)CCN(S(=O)(=O)c2ccccc2)CC1	-0.3	-5	8	-1	-2	-1	2	1.7	1
O=Cc1ccc(Oc2ncccn2)cc1	0.1	0	3	0	-2	-7	-3	1.9	4
CCOC(=O)C1CCN(C(=O)/C=C/c2cc(OC)c(OC)c(OC)c2)CC1	0.0	0	3	0	-2	-5	1	0.3	6
Cc1sc2ncnc(N3CCCCC3C)c2c1C (configuration not stated)	0.2	0	0	0	-3	3	7	-1.7	-5
CCN(CCCNC(=O)C1CCC(=O)N1Cc1ccc(C)cc1)c1cccc(C)c1 (configuration not stated)	0.0	3	2	-3	-5	-7	9	2.3	-9
c1ccc(N2CCN(C3CCSC3)CC2)cc1 (configuration not stated)	-0.2	-1	-3	-3	-4	5	-2	0.1	1
Cc1cc(O)c(C(C)C)cc1C1(c2cc(C(C)C)c(O)cc2C)OC(=O)c2ccccc21	1.2*	5	-11	-2	-1	12	-4	6.7	-15
C/C(=N\NC(N)=S)C1(C)CCCCC1	0.0	-2	-10	-3	30*	-9	10	-8.5	-10
COc1ccc(CCC(=O)NCCS(=O)(=O)N2CCN(c3ccccc3F)CC2)cc1	-0.1	-6	-6	1	2	-3	-14	0.7	-2
COc1ccc2cnn(-c3ccc(OC(F)(F)F)cc3)c(=O)c2c1OC	0.0	-4	11	0	-2	0	6	0.9	2

(listing goes on)
SMILES	Efflux pump inh	TPT1 inhibitor	JMJD2C inh	PP1 inh	CTSL1 counter	core dimer inh	PREPL inhibitor	PP5 inh	LYPLA2 counter
O=C(OCC(=O)N1CCN(c2ccccc2)CC1)c1ccc(Cl)cc1[N+](=O)[O-]	0.2	-1	3	-1	-2	3	28	1.4	6
Brc1ccc(-c2nc(-c3ccccc3)no2)o1	0.1	-1	-2	-3	0	3	7	2.5	-6
CCCNC(=O)c1ccccc1NC(=O)c1ccc2c(=O)n3c(nc2c1)CCC3	-0.1	-1	9	-6	9	0	0	-0.2	-16
COc1cc(NC(=O)C2CCCN2S(=O)(=O)c2ccc3c(c2)CC(C)N3C(C)=O)cc(OC)c1 (configuration not stated)	0.0	0	-6	-10	5	-16	10	-5.9	1
CC1(C(=O)Nc2nccs2)Cc2ccccc2C(=O)O1 (configuration not stated)	0.0	-3	1	-1	0	-2	-3	0.5	0
Cn1cc(/C=C(\C#N)C(=O)Nc2cccc([N+](=O)[O-])c2)c2ccccc21	-0.1	-1	-2	-7	-2	2	12	-4.1	6
Cc1cccc(-n2c(C)cc(/C=C3\NC(=O)NC3=O)c2C)c1	0.5	1	-3	-7	1	-7	1	-0.2	-2
Cc1cc(C)c(S(C)(=O)=O)c(Sc2ccc(Cl)cc2)n1	0.1	2	1	3	6	-1	8	2.3	-2
Cc1ccc(CC(=O)Nc2ccc(C(=O)N3CCCCC3)cc2)cc1	1.2	-5	-9	-2	-2	8	7	0.3	2
Cc1cc(CC(=O)O)c(C)cc1CC(=O)O	0.0	-4	19	0	-3	-3	-9	1.5	0
O=C(CN1CCCCCC1)N/N=C/c1ccc(Cl)c(Cl)c1	-0.1	0	-12	0	-1	-3	1	-0.4	-4
O=C(NC1CCCCCC1)C1CCN(S(=O)(=O)c2ccc(F)cc2)CC1	0.0	3	-2	-4	-4	9	3	-0.4	1
COc1ccc(-c2nc(C#N)c(N3CCN(c4cccc(Cl)c4)CC3)o2)cc1OC	0.0	-2	5	3	-2	-3	11	2.7	2
COC(=O)c1cc(C(=O)OC)cc(N2C(=O)CC(NNC(=O)c3ccc(C)cc3)C2=O)c1 (configuration not stated)	0.4	0	4	5	-2	15	2	1.8	-7
CC(C)C1COC(c2cccn2Cc2ccccc2Cl)=N1 (configuration not stated)	0.0	1	-6	-1	-2	-10	4	3.0	0
CC(C)OCCCNC(=O)C(=O)N/N=C/c1ccc(OCc2ccccc2)cc1	0.5	-4	-3	-3	-3	0	-10	0.0	2
Cc1cc(N)n2nc(-c3ccc(C(C)(C)C)cc3)cc2n1	0.1	10	4	3	4	8	22	4.1	-6
CCOC(=O)c1sc(NC(=O)CSc2nnnn2-c2ccccc2)c(C(=O)OCC)c1C	0.1	-2	-5	-3	1	-2	12	-0.2	3
CN(C)c1ccnc2sc(C(=O)c3ccc(Br)cc3)c(N)c12	0.0	-1	5	-2	-1	-2	6	0.9	0
Cc1cc([N+](=O)[O-])nn1Cc1ccc(C(=O)N/N=C/c2ccc(N(C)C)cc2)cc1	0.0	0	0	-4	4	-8	8	0.3	-1
O=C1CC(N2CCOCC2)C(=O)N1Cc1ccc(N2CCCC2=O)cc1 (configuration not stated)	0.0	4	4	-2	-5	1	8	-0.7	8
CCOCCCNC(=O)C(c1ccc(OC)cc1)N(Cc1cccs1)C(=O)CNC(C)=O (configuration not stated)	0.0	-1	29	-2	4	2	2	-0.6	0
O=C(Cc1ccc(-n2c(=O)c3ccccc3n(Cc3ccc(F)cc3)c2=O)cc1)NCC1CCCO1 (configuration not stated)	-0.1	-2	0	0	-1	7	8	1.0	0
COc1cc(O)c(NC(C)=O)c2nonc12	0.1	0	-3	-7	-3	-16	13	2.2	-2
CCCCCC(=O)Nc1cccc(C2=NOC3(C2)C[C@H](C(N)=O)N(C(=O)c2ccccc2C(=O)c2ccccc2)C3)c1 (some centres not stated)	-0.2	-1	9	2	1	8	19	3.1	-5

Additional results follow.
SMILES	Efflux pump inh	TPT1 inhibitor	JMJD2C inh	PP1 inh	CTSL1 counter	core dimer inh	PREPL inhibitor	PP5 inh	LYPLA2 counter
COc1ccccc1NC(=O)CCCN1C(=O)C(c2ccccc2)Oc2cccnc21 (configuration not stated)	0.0	-1	4	1	4	0	-4	2.5	1
Cc1ccc(N(CC(=O)NCc2ccc3c(c2)OCO3)C(=O)c2csnn2)cc1	-0.1	-2	-4	-2	-1	-11	-15	0.4	1
CCOC(=O)c1cc(C(=O)Nc2sc3c(c2C#N)CCCC3)nn1C	-0.1	-6	-5	-4	5	-13	20	-2.5	1
O=C(O)/C=C/S(=O)(=O)c1ccc2ccccc2c1	-0.1	2	3	-3	54*	3	-11	-1.4	8
O=C(CSc1nc2ccccc2c(=O)n1-c1ccccc1)N/N=C/C=C/c1ccccc1[N+](=O)[O-]	0.0	0	-3	10	0	34	15	1.6	-10
COc1c(Cl)cc(C(=O)NCc2ccco2)cc1Cl	0.0	-2	3	0	-4	1	2	3.5	1
CCOc1cc(C(C(=O)NCC2CCCO2)N(C(=O)Cn2nnc3ccccc32)c2ccc(C(C)=O)cc2)ccc1O (configuration not stated)	0.0	0	-2	0	3	3	0	0.6	0
O=C(NCC1CCCCC1)c1cc2ccccc2cc1O	0.7	0	13	2	0	4	14	3.0	1
CC(=N\Nc1ccccc1)/C(=N/O)C(=O)Nc1ccccc1	-0.2	0	-5	-2	-3	-5	4	-0.3	2
CCOC(=O)C1=C(COC(=O)c2cccnc2Cl)NC(=O)NC1C (configuration not stated)	0.1	0	-3	-6	-3	1	-6	0.4	1
COC(=O)c1c(C)[nH]c(C)c1-c1cccc([N+](=O)[O-])c1	-0.2	-3	0	8	2	-3	10	-2.0	9
NC(=O)CNC(=O)[C@@H]1CC2(CC(c3cccc(Br)c3)=NO2)CN1C(=O)c1ccc(Br)cc1 (some centres not stated)	-0.1	-2	10	2	0	-10	-26	2.5	1
O=C(O)CSc1nnc(COc2cccc3ccccc23)o1	0.2	1	1	-1	10	-1	12	2.2	2
O=C(O)c1cccc(N/N=C/c2cc(Br)cc(Br)c2O)c1	-0.3	3	-5	3	3	1	20	2.9	14
CSc1ccc(CN(C)C(=O)c2cc(=O)c3ccccc3o2)cc1	0.1	2	5	1	-1	7	-10	-1.3	-3
O=C(NCc1ccccn1)c1ccc(Cl)c(S(=O)(=O)N2CCCCC2)c1	-0.1	-3	13	-2	-3	-4	18	2.3	-4
COC(=O)c1cc(S(=O)(=O)NCc2ccc3c(c2)OCO3)cn1C	-0.1	-5	10	-4	-3	-2	-1	-0.1	-3
O=S(=O)(c1ccc(SCCOc2cccc(Br)c2)nc1)N1CCCC1	-0.1	nt	-1	-1	nt	nt	10	1.7	5
CCCc1c(O)nc(SCC(=O)NCc2ccco2)[nH]c1=O	-0.1	0	21	-1	-1	1	-1	0.2	-3
COc1ccc(CC(=O)NNC(=O)CSc2nnc(Cc3ccc(OC)cc3)n2-c2ccccc2)cc1	0.2	0	0	6	-5	6	0	1.4	-4
CC(=O)c1ccc(S(=O)(=O)N(C)CC(=O)N2CCCCCC2)cc1	0.0	-1	0	2	-3	0	-2	-0.9	-4
COCCn1c(SCC(=O)Nc2ccc(NC(C)=O)cc2)nc2c([nH]c3ccccc32)c1=O	-0.1	-3	-7	8	0	12	0	2.9	-14

Entries listed above that bear a hit mark in Efflux pump inh.
Structure	Efflux pump inh	TPT1 inhibitor	JMJD2C inh	core dimer inh	PREPL inhibitor	PP5 inh
Cc1cc(O)c(C(C)C)cc1C1(c2cc(C(C)C)c(O)cc2C)OC(=O)c2ccccc21	1.2*	5	-11	12	-4	6.7
